AMA1-RON2 inh: qHTS for Inhibitors of AMA1-RON; Towards Development of Antimalarial Drug Lead: Primary Screen; AlphaScreen AMA1-biotinylated RON2 peptide binding; Plasmodium falciparum AMA1 (3D7) - RON2 peptide interaction; Potency, µM (series often up to 58.2 µM), without a hit: at the top dose activity change, negative = inhibition, most hits filed as inhibitors; 360,000 tested, 0.2% active;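 further: potency means the concentration at half of the fitted maximal effect; 0% = vehicle wells and -100% = peptide control; nearly all actives have a fitted effect of over 45% in size; some results filed as inactive show a strong effect at the top dose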
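AMA1 (3D7) with his tag at 25 nM final met compounds first, then biotinylated RON2 peptide at 25 nM; detection used donor plus acceptor beads, 10 µg/mL apiece, read by AlphaScreen after 30 min at room temperature.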
HCMV inh: qHTS Assay for inhibitors of the human cytomegalovirus (HCMV); HFF cells, HCMV-luciferase reporter, 72 h; active compounds read low; activity change, negative = inhibition, % at 57.5 µM; 410,000 tested, 4.5% active; in the data active means activity change below about -60%; inconclusive means no clear call, values can overlap the other calls; inactive means above about -39%
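HFF cells seeded 16 h at 37C, treated with compounds, infected with luciferase-reporter HCMV at MOI 1 PFU/cell; luciferase read at 72 h post infection, normalized to buffer-only and Salinomycin controls.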
AmpC detergent: qHTS Inhibitors of AmpC Beta-Lactamase (assay with detergent) | AmpC hydrolysis of nitrocefin, absorbance 480 nm, 0.01% Triton | Potency, µM (doses to about 114 µM), inactives show top-dose activity change, negative = inhibition, most hits filed as inhibitors | 370,000 tested, 0.041% active | AID 485294, 2010;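 further: potency means the concentration at half of the fitted maximal effect; 0% = no-compound wells and -100% = no-enzyme wells; nearly all actives have a fitted effect of over 25% in size; some results filed as inactive show a strong effect at the top dose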
Target sequence (P00811 whole entry, looked up): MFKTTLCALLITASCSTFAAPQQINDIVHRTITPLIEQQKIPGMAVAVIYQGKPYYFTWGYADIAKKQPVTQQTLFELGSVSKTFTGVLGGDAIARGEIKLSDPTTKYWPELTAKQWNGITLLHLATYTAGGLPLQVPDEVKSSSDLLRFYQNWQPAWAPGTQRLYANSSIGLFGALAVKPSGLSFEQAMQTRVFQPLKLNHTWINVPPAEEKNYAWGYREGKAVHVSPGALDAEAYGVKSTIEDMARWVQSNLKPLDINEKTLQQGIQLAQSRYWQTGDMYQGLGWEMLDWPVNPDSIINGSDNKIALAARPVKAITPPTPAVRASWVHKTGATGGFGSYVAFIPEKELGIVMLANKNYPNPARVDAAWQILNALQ
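20 mM phosphate pH 7.0 + 0.01% (detergent screen) or 0.0001% Triton X-100; 5.3 nM AmpC reagent; cpd preinc 15 min RT; nitrocefin (800 uM stock) to start; A480 q20 s × 4 min; Activity was normalised to no-enzyme and no-compound control wells.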
LmPK inhibitor: qHTS Assay for Inhibitors of Leishmania Mexicana Pyruvate Kinase (LmPK) | Q27686 | purified LmPK, Kinase-Glo ATP luminescence, 1 h | Potency, µM (top dose mostly 57.5 µM), without a hit: at the highest dose activity change, negative = inhibition, most hits filed as inhibitors | 290,000 tested, 0.37% active | AID 1721, 2009; further: potency means the concentration at half of the fitted maximal effect
Target sequence (Q27686 whole entry, looked up): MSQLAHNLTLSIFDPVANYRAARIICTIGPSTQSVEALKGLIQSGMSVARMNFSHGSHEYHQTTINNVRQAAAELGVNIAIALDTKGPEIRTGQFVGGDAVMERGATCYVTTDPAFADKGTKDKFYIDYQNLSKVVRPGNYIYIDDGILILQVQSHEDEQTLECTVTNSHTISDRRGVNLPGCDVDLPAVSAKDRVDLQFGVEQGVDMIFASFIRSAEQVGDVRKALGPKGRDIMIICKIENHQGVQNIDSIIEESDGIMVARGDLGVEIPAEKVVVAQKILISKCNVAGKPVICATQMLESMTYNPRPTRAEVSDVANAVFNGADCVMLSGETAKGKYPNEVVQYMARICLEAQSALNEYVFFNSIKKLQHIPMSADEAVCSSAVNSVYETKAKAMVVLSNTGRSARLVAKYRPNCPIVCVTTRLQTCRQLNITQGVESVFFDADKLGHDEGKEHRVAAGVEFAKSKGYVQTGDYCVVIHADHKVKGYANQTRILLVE
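Pyruvate kinase activity monitored as ATP production (luciferase luminescence). Conditions: 0.1 nM enzyme, 0.5 mM PEP, 0.1 mM ADP, 1 h, RT; normalized against uninhibited and no-enzyme wells.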
HCV inh: qHTS Assay for Inhibitors of Hepatitis C Virus (HCV). Huh7.5.1 HCVcc-Cre infection, luciferase reporter, 44 h. 340,000 tested, 3.4% active. AID 651820, 2012. Potency, µM (highest dose often 41.8 µM), inactives show top-dose activity change, negative = inhibition, actives largely listed as inhibitors; further: potency means the concentration at half of the fitted maximal effect
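Antiviral activity was scored by luciferase reporter output from cells infected with HCVcc-Cre (~0.5 moi) in presence of compound, 44 h infection period, cells seeded 1,000/well 4 h prior.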
AmpC no deterg: qHTS Inhibitors of AmpC Beta-Lactamase (assay without detergent). AmpC nitrocefin hydrolysis, absorbance 480 nm, 0.0001% Triton. Potency, µM (highest dose often 57.1 µM), without a hit: at the top dose activity change, negative = inhibition, usual class: inhibitors. 330,000 tested, 0.52% active. P00811;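 further: potency means the concentration at half of the fitted maximal effect; plate controls were no compound for no effect and no enzyme for full effect; nearly all actives have a fitted effect of over 20% in size; some results filed as inactive show a strong effect at the top dose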
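AmpC (5.3 nM in the dispensed reagent) in 20 mM phosphate pH 7.0 with 0.01% (detergent screen) or 0.0001% Triton X-100 was preincubated with compounds for 15 min at room temperature. Nitrocefin was then added from an 800 uM solution, and hydrolysis was followed at 480 nm.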
Tb PYK inh: qHTS of Trypanosoma Brucei Inhibitors; AID 624173, 2012; Potency, µM (highest dose often 76.8 µM), inactives show top-dose activity, negative = inhibition, usual class: inhibitors; TbPYK enzyme, Kinase-Glo Plus ATP luminescence, 45 min; pyruvate kinase (Trypanosoma brucei), Q57TT1; 410,000 tested, 0.12% active; further: potency means the concentration at half of the fitted maximal effect; nearly all actives have a fitted effect of over 50% in size
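Assay buffer: 50 mM TEA pH 7.2, 100 mM KCl, 10 mM MgCl2, 0.05% BSA, 0.01% Tween-20. Pyruvate kinase from T. brucei plus substrate met compound, then ADP (130 uM final). Luminescence was read post 45 min RT.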
Active calls of the source: *; ? = inconclusive; . = no result given; & = joins results of further samples; [ ] = dose if it differs, or a comment. Unless noted, the call rests on the fitted dose curve; in most records, active means well fitted curve in the direction sought with a large enough effect; inconclusive means small, poorly fitted or top-dose-only effect, or another doubt; inactive means no such curve, though single readings can be large; an effect the other way counts as inactive or inconclusive. Unless noted, on the % scale 0 is the no-effect control and ±100 the full control effect. Rows were taken by chance, and some 7.5% of all compounds hit somewhere here.

SMILES | AMA1-RON2 inh | HCMV inh | AmpC detergent | LmPK inhibitor | HCV inh | AmpC no deterg | Tb PYK inh
Cc1cccc(NC(=O)c2c(C)nn(-c3ccccc3)c2Cl)c1 | -10% | 213 | ? | 0% | ? | 0% | -13%
CC(=O)NCCn1c(SCC(=O)c2ccccc2)nc2ccccc2c1=O | 3% | -5 | ? | 0% | -10% | -8% | 7%
Cc1cc(C)cc(Oc2coc3c(CN4CCN(C)CC4)c(O)ccc3c2=O)c1 | . | 18 | 1% | . | . | . | -2%
CCN(CC)C(=O)c1sc2c(c1C)c(=O)n(-c1ccc(Cl)c(Cl)c1)c(=O)n2Cc1ccccc1C#N | . | -6 | -5% | . | . | . | 0%
O=C(Oc1cccc2ccccc12)c1ccccc1 | 82%[activator] | 20 | . | . | 11% | . | 4%
CSc1ccccc1NC(=O)CN(C)CC(=O)Nc1ccccc1N1CCOCC1 | 96%[activator] | -3 | 4% | 13% | -22% | 69%[activator] | -1%
O=[N+]([O-])c1ccc(N/N=C/c2cccc(O)c2O)cc1 | -3% | 29 | -15% | 7% | ? | 18µM* | -12%
Cc1cc(C(=O)NC(=S)Nc2ccccc2N2CCCC2)ccc1[N+](=O)[O-] | 21% | ? | ? | 1% | ? | -32% | 1%
COc1ccc(S(=O)(=O)N2CCOC2CNC(=O)C(=O)NCCc2ccccc2)cc1 (stereo unspecified) | -14% | ? | -10% | -3% | 4% | 6% | -4%
Cc1nc2c(C)cccn2c1/C(O)=C1\C(=O)C(=O)N(CCN(C)C)C1c1cccs1 (stereo unspecified) | 24% | 6 | . | . | -1% | . | -2%
COC(=O)c1ccccc1NC(=O)COc1ccccc1[N+](=O)[O-] | -3% | 8 | ? | 2% | ? | -18% | 5%
COc1ccccc1N(Cc1ccccc1)S(=O)(=O)c1cccc(C(=O)Nc2ncccc2C)c1 | 46%[activator] | ? | ? | . | -11% | 40% | -4%
O=C1CC(c2cccc(Cl)c2)C(n2cncn2)C(=O)C1C1NCCc2ccccc21 (stereo unspecified) | -15% | -5 | -14% | 1% | 21% | -20% | 2%
CN(Cc1cccs1)C(=O)CCCc1c[nH]c2ccccc12 | -13% | 5 | -1% | 0% | 18% | -24% | -1%
CCCNC(=O)c1cc(S(=O)(=O)N2CCC3(CC2)OCCO3)ccc1F | 1% | 9 | . | . | . | . | 1%
O=C(O)c1ccc(Nc2nc3c(s2)CCCC3)cc1 | -8% | ? | -2% | -24% | 9% | -14% | -12%
CC1=NN(C(=O)CCc2ccccc2)C(O)(c2ccncc2)C1 (stereo unspecified) | 88%[activator] | -7 | 7% | -10% | 8% | -3% | -1%
O=C(COC(=O)c1ccc([N+](=O)[O-])o1)Nc1ccc(N2CCOCC2)cc1 | -11% | 32 | . | . | 3% | -1% | -5%
CCCC[C@]12Cc3cc(C#N)ccc3C(O1)c1c(c3cc(F)ccc3oc1=O)O2 | . | . | ? | -5%[11.5 µM] | . | -38%[11.4 µM] | .
COc1ccccc1N1CCN(C(=O)c2cc3c(-c4ccccc4F)nn(C)c3s2)CC1 | . | -27 | 4% | . | . | . | -2%

The final 3 compounds of the section above lead into the next:
SMILES | AMA1-RON2 inh | HCMV inh | AmpC detergent | LmPK inhibitor | HCV inh | AmpC no deterg | Tb PYK inh
O=C(COC(=O)c1ccc([N+](=O)[O-])o1)Nc1ccc(N2CCOCC2)cc1 | -11% | 32 | . | . | 3% | -1% | -5%
CCCC[C@]12Cc3cc(C#N)ccc3C(O1)c1c(c3cc(F)ccc3oc1=O)O2 | . | . | ? | -5%[11.5 µM] | . | -38%[11.4 µM] | .
COc1ccccc1N1CCN(C(=O)c2cc3c(-c4ccccc4F)nn(C)c3s2)CC1 | . | -27 | 4% | . | . | . | -2%
O=C(O)c1cnn(-c2nc(-c3cccc(F)c3)cs2)c1C(F)(F)F | -10% | ? | 4% | 12% | 14% | -18% | -3%
COc1ccc(N2CCN(C(=O)Cc3cccs3)CC2)cc1 | -18% | 35 | 0% | -7% | 0% | -2% | 1%
Cc1[nH]c(C)c(S(=O)(=O)N2CCC(C)CC2)c1C(=O)N1CCCC1 | 2% | -7 | ? | -2% | 9% | -5% | 0%
Cc1ccc2c(c1Br)C(O)(CC(=O)c1ccc(F)cc1)C(=O)N2 (stereo unspecified) | . | 21 | -1% | . | . | . | -1%
CC(=O)CNc1ccc(S(=O)(=O)N/N=C/c2ccccc2)cc1 | 2% | 0 | 0% | 3% | -11% | -11% | 0%
COc1ccc(C(C)(C)C)cc1NC(=O)CCN1C(=O)NC(C)(C)C1=O | 9% | 0 | . | . | -3% | 24% | 0%
CCOc1ccc(NC(=O)c2sc3nc4c(c(-c5ccc(OC)cc5)c3c2N)C(=O)CC(C)(C)C4)cc1 | . | -20 | 14% | . | . | . | -7%
Cc1cccc(/C=N/n2c(C)cc(C)c(C#N)c2=O)c1 | 0% | -12 | -5% | 4% | 24% | -15% | 35%[activator]
Cc1c(C(=O)N2CCCC2)c(S(=O)(=O)Nc2ccccc2)c(C)n1C | 26% | -9 | -9% | -2% | 27% | -2% | 3%
CCOc1ccccc1NC(=O)Cn1c(=O)n(CC(=O)NCc2ccccc2Cl)c(=O)c2sccc21 | . | 23 | 14% | . | . | . | -8%
COC(=O)C1(CCSC)NC(c2ccc(O)c(OC)c2)C2C(=O)N(c3ccc(C)cc3)C(=O)C21 (stereo unspecified) | 5% | ? | 11% | -4% | 20% | 3% | -1%
Cc1ccc(S(=O)(=O)Nc2cc3c4c(c2)CCN4C(=O)CC3)cc1 | -19% | 69 | ? | . | 12% | -5% | -3%
COCC(=O)Nc1cc(C)cn(Cc2cccc(C(F)(F)F)c2)c1=O | 0% | 7 | ? | 2% | -12% | 20% | 2%
COP(=O)(OC)C1(O)C(=O)Nc2ccc(Br)cc21 (stereo unspecified) | -10%[2.32 µM] | 34 | ? | -5% | 4% | -15% | 3%
S=C1NCN(CCc2ccccc2)CN1 | -1% | -5 | 2% | -2% | 30% | -4% | -4%
CCCCN(CCCC)C1=C(C(=O)c2ccccc2)N(C)S(=O)(=O)c2ccccc21 | . | -29 | -3% | . | . | . | 1%
Cc1nc(NC(=O)c2c(-c3ccccc3)noc2C)sc1C(=O)N(C)C | 0% | 37 | -5% | -7% | -14% | 41% | -6%
O=C(CN1CCN(c2ccccn2)CC1)N1c2ccccc2Sc2ccc(C(F)(F)F)cc21 | ? | -3 | -2% | 7% | ? | 70%[activator] | .
Cc1ccc(N2CC(NS(=O)(=O)c3cccnc3)CC2=O)cc1 (stereo unspecified) | -7% | -7 | -12% | . | 2%[8.37 µM] | -11% | 0%
COc1cc2c(cc1OC)CN(c1nc(CN3CCOCC3)nc3sc4c(c13)CCCC4)CC2 | ? | 1 | -11% | -1% | ? | 177%[activator] | -23%

Two of the compounds above, with each value named:
> COCC(=O)Nc1cc(C)cn(Cc2cccc(C(F)(F)F)c2)c1=O
  AMA1-RON2 inh: 0%
  HCMV inh: 7
  AmpC detergent: ?
  LmPK inhibitor: 2%
  HCV inh: -12%
  AmpC no deterg: 20%
  Tb PYK inh: 2%

> COc1ccc(C(C)(C)C)cc1NC(=O)CCN1C(=O)NC(C)(C)C1=O
  AMA1-RON2 inh: 9%
  HCMV inh: 0
  AmpC detergent: .
  LmPK inhibitor: .
  HCV inh: -3%
  AmpC no deterg: 24%
  Tb PYK inh: 0%

Reformatted: results already given.
Results follow in this order: AMA1-RON2 inh	HCMV inh	AmpC detergent	LmPK inhibitor	HCV inh	AmpC no deterg	Tb PYK inh
COc1ccc(N2CCN(C(=O)Cc3cccs3)CC2)cc1
    -18%	35	0%	-7%	0%	-2%	1%
Cc1[nH]c(C)c(S(=O)(=O)N2CCC(C)CC2)c1C(=O)N1CCCC1
    2%	-7	?	-2%	9%	-5%	0%
Cc1ccc2c(c1Br)C(O)(CC(=O)c1ccc(F)cc1)C(=O)N2 (stereo unspecified)
    .	21	-1%	.	.	.	-1%

Other compounds.
SMILES | AMA1-RON2 inh | HCMV inh | AmpC detergent | LmPK inhibitor | HCV inh | AmpC no deterg | Tb PYK inh
Fc1ccc(-c2noc3ncnc(NCc4cccc(Cl)c4)c23)cc1 | . | -30 | 1% | . | . | . | 2%
Cc1ccc(N2CC(C(=O)Nc3cc(Cl)ccc3-n3cncn3)CC2=O)cc1 (stereo unspecified) | 2% | 5 | -4% | . | 9% | 15% | -1%
O=C(Nc1ccccc1)c1cc(C2CCCCN2C(=O)c2ccc3c(c2)CCO3)on1 (stereo unspecified) | 1% | -6 | . | . | . | . | -3%
O=C(NNC(=O)C1CCC1)c1ccccc1 | 8% | 0 | 6% | . | 9% | -27% | 1%
CCN(CC)C(=O)Cn1c(=O)n(-c2ccccc2)c(=O)c2c3c(sc21)CCC3 | 0% | 6&-7 | 23%&4% | -5% | 11% | -13% | 0%&-6%
CC(Oc1ccccc1)C(=O)N=Nc1c(O)[nH]c2ccc(Br)cc12 (stereo unspecified) | 3% | 0 | 7% | 2% | -3% | -23% | 2%
C[C@H](NC(=O)[C@H]1N2C(=O)c3ccccc3C2SC1(C)C)C(=O)N1CCCCC1 (stereo partly specified) | -9% | -28 | -1% | -1% | 10% | 20% | -11%
Cc1ccc(OCC(=O)N(Cc2ccco2)Cc2ccco2)cc1 | . | 11 | 22% | . | . | . | -8%
Cc1sc(NC(=O)CS(=O)(=O)c2ccccc2)c(C(N)=O)c1C | 16% | -14 | -16% | . | -3% | -14% | -2%
Cc1ccnc(NC(=O)CNC(=O)Cc2cccc3ccccc23)c1 | -20% | 64 | ? | . | 32%[activator] | -7% | 1%
COc1ccc2oc(=O)c(C(=O)Nc3ccccc3-c3ccccc3)cc2c1 | 8% | ? | -3% | -3% | 13% | -48% | -8%
COc1ccc(-c2cc(C(F)(F)F)nc(NCCc3ccccc3)n2)cc1 | . | 13 | 15% | . | . | . | -1%
O=C(NC(=S)Nc1c(Cl)cc(Cl)cc1Cl)c1ccccc1 | 120%[activator] | 4 | . | . | . | . | -6%
Cc1ccccc1OCC(=O)NNC(=O)c1cc(S(=O)(=O)N(C)C)ccc1N1CCCC1 | 45%[activator] | -30 | -10% | -1% | 5% | -37% | 1%
COc1cc([N+](=O)[O-])ccc1NC(=O)N1CCC2(CC1)Nc1cc(F)ccc1-n1cccc12 | . | 26 | 21% | . | . | . | -3%
